BLM inh: blocks DNA unwinding by human BLM helicase; recombinant BLM DNA unwinding, fluorescence dequenching; Potency, µM (titrated, usually from 56.1 µM), for inactives: at the top dose activity change, negative = inhibition, most hits filed as inhibitors; 0.2% of 350,000 active;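 further: plate controls were vehicle for no effect and no enzyme for full effect; nearly all actives have a fitted effect of over 35% in size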
BAZ2B block: blocks human BAZ2B; Q9UIF8; Potency, µM (top dose mostly 114 µM), for the others: top-dose activity change, negative = inhibition, most hits filed as inhibitors; AID 504333; 4.4% of 360,000 active; AlphaScreen BAZ2B-H3K14Ac peptide displacement; further: on the % scale 0 is the no-effect control and ±100 the full control effect; nearly all actives have a fitted effect of over 60% in size
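AlphaScreen displacement of biotin-H3(5-23)K14Ac peptide (50 nM final) from BAZ2B (50 nM final) in PBS pH 7.4, 0.01% Tween-20; complex preformed 30 min RT, then compounds (top 110 uM) 30 min RT, beads 20 min dark.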
Pol eta inh: inhibitors of human DNA polymerase eta; Q9Y253; recombinant Pol eta, fluorescent DNA replication assay; Potency, µM (series often up to 114 µM), without a hit: top-dose activity change, negative = inhibition, actives largely listed as inhibitors; 1.2% of 390,000 active; AID 588591; further: on the % scale 0 is the no-effect control and ±100 the full control effect
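Pol eta (10 nM) was preincubated with compounds for 15 min at room temperature, after which fluorescent replication substrate (50 nM final) was added to start the reaction. Fluorescence was read kinetically at 0 and 10 min.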
APEX1 inh: APE1 (human) endonuclease inhibition | recombinant APE1, TAMRA/BHQ-2 abasic DNA cleavage fluorescence | Potency, µM (series often up to 65.8 µM), for the others: top-dose activity change, negative = inhibition, usual class: inhibitors | 0.35% of 350,000 active;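 further: plate controls were vehicle for no effect and reference inhibitor for full effect; nearly all actives have a fitted effect of over 55% in size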
Target sequence (P27695 whole entry, looked up): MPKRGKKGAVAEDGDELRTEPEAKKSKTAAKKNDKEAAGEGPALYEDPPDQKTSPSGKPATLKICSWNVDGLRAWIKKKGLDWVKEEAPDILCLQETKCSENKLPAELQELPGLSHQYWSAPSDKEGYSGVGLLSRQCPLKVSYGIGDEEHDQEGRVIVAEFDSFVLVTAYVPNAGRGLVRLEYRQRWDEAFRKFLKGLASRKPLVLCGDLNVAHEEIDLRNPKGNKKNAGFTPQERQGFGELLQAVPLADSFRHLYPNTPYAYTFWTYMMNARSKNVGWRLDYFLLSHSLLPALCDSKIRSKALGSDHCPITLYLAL
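Compound pre-exposure to 0.75 nM APE1, 15 min at ambient temperature. Reaction initiated with 50 nM TAMRA/BHQ-2 THF substrate, read immediately in kinetic mode, 525 nm excitation, 598 nm emission.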
POLB inh: inhibitors of human DNA polymerase beta. Potency, µM (doses to about 114 µM), for inactives: top-dose activity change, negative = inhibition, usual class: inhibitors. P06746. 1.3% of 340,000 active. Pol beta primer extension/strand displacement, fluorescence kinetic; further: on the % scale 0 is the no-effect control and ±100 the full control effect
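Enzyme-only controls used 10 nM Pol beta; buffer lacking enzyme served as negative control. Compound preincubated 15 min, then 50 nM substrate added; 0 and 10 min reads at room temperature.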
G9a block: G9a (human) methyltransferase inhibition; Q96KQ7; G9a H3K9 monomethylation, AlphaScreen, 2 h; Potency, µM (highest dose often 102 µM), inactives show top-dose activity, negative = inhibition, most hits filed as inhibitors; 8.8% of 350,000 active; further: on the % scale 0 is the no-effect control and ±100 the full control effect; nearly all actives have a fitted effect of over 75% in size
Target sequence (Q96KQ7 913-1193 limits assumed): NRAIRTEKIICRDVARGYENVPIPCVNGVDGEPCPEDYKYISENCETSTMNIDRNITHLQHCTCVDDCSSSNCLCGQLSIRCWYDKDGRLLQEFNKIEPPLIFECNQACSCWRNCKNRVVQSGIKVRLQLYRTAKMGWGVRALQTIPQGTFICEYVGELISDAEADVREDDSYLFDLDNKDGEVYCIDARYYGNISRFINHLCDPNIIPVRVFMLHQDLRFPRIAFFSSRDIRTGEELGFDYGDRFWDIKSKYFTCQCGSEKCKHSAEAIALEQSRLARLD
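Chemiluminescent proximity detection of H3K9 monomethylation, read after 10 min bead incubation in the dark. Reaction: 20 nM G9a, 500 nM biotin-H3K9 peptide, 20 uM SAM cofactor, 2 h, room temperature, following 15 min enzyme-compound preincubation.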
Anesthetic bind: binds horse apoferritin like a general anesthetic | apoferritin/1-aminoanthracene competitive binding, fluorescence | Potency, µM (series often up to 77.5 µM), for inactives: top-dose activity change, negative = displacement, hits mostly inhibitors | 0.074% of 350,000 active | AID 485281; further: on the % scale 0 is the no-effect control and ±100 the full control effect; nearly all actives have a fitted effect of over 20% in size
Target sequence (P02791 2-175 limits assumed): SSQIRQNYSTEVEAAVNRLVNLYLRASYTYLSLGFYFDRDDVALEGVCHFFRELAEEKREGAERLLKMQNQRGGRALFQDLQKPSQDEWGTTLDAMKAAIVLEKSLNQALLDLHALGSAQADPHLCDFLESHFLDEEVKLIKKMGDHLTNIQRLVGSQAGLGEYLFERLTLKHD
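Horse-spleen apoferritin (10 uM) was mixed with 50% saturated 1-aminoanthracene in PBS, exposed to compounds for 10 min at room temperature, and read for fluorescence (ex 380 nm, em 535 nm). Competitive displacement was fitted with a four-parameter Hill equation.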
POLK inh: DNA polymerase kappa (human) inhibition. Q9UBT6. purified Pol kappa, fluorescent DNA synthesis assay, 10 min. Potency, µM (highest dose often 107 µM), for the others: top-dose activity, negative = inhibition, hits mostly inhibitors. 0.53% of 400,000 active; further: on the % scale 0 is the no-effect control and ±100 the full control effect
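Readout: fluorescence, taken kinetically at 0 and 10 min. Conditions: 10 nM Pol kappa, 15 min RT compound preincubation, 50 nM substrate final. Controls: enzyme-free buffer wells.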
Pol iota inh: DNA polymerase iota (human) inhibition; 1% of 390,000 active; AID 588590; Potency, µM (titrated, usually from 115 µM), inactives show at the top dose activity, negative = inhibition, hits mostly inhibitors; Pol iota fluorescent replication assay, 10 min
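Fluorescent replication assay read twice, at 0 min and 10 min after adding 50 nM (final) substrate. Enzyme (10 nM) and compounds were first incubated 15 min at room temperature; enzyme-free buffer wells were negative controls.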
* marks the source's active call; other numbers are inactive results; ? = inconclusive; / = no result given; & = joins results of further samples; [ ] = dose if it differs, or a comment. The call rests on the fitted dose curve; in most records, active means well fitted curve in the direction sought with a large enough effect; inconclusive means small, poorly fitted or top-dose-only effect, or another doubt; inactive means no such curve, though single readings can be large; an effect the other way counts as inactive or inconclusive. Potency means the concentration at half of the fitted maximal effect. An excerpt, so the mix of outcomes need not match the whole.

SMILES	BLM inh	BAZ2B block	Pol eta inh	APEX1 inh	POLB inh	G9a block	Anesthetic bind	POLK inh	Pol iota inh
O=S(=O)(c1ccc(NC(=S)NC2CC2)cc1)N1CCOCC1	-3%	-1%	-11%	12%	7%	7%	-15%	-2%	52%[activator]
C=CCn1c(SCC(=O)NC2CCCCC2)nnc1-c1sc(N)nc1C	-8%	-6%	-9%	1%	0%	-39%	2%	7%	-6%
CC1=Nc2cc(C(=O)NCCc3ccc(Cl)cc3)ccc2Sc2ccc(C)cc21	-11%	-27%	-14%	/	7%	-30%[59 µM]	-1%	-4%	1%
CCn1c(SCC(=O)N2CCOCC2)nc(O)cc1=O	-3%	11%	-11%	0%	25%	1%	3%	-12%	-25%
COc1cc(N/C(N)=N/c2nc(C)cc(C)n2)cc(OC)c1	90%[activator]	20%	0%	11%	78%	/	-14%	-1%	-10%
Cc1ccc(-c2ccc(/C=N/NC(=O)c3ccccc3O)o2)cc1	-11%	3%	/	?	?	/	7%	/	/
Cc1ccc2nc(CCc3ccc(N)cc3)[nH]c2c1	-3%	?	-18%	41%	10%	35µM*	?	-14%	187%[activator]
S=C(Nc1cccc(Cl)c1)N1CCN(Cc2ccccc2)CC1	-6%	-38%	-15%	0%	23%	-14%	-22%	-2%	-14%
CN(C)c1ncc2ncc(=O)n(Cc3ccc(F)cc3)c2n1	1%	/	/	-1%	/	-3%[12.7 µM]	/	-15%[60.1 µM]	/
C(=N\N1CCN(c2ccccn2)CC1)/c1ccccn1	-1%	-24%	-11%	1%	-26%	?	13%	-9%	136%[activator]
Cc1ccc(N/N=C(\C#N)C(=N)N2CCCCC2)cc1	0%	?	-1%	-3%	23%	?	-16%	-8%	11%
O=C(Nc1cc(C(F)(F)F)ccc1-n1cncn1)c1ccc(Cl)cc1	-2%	10%	3%	0%	-12%	-1%	-14%	-9%	4%
O=C(NC1CC1)c1ccc2c(c1)N(Cc1ccccc1)CCS2	-2%	-22%	-10%	37%	40%	14%	97%[activator]	5%	36%[activator]
Nc1nc(CCl)nc(N(c2ccccc2)c2ccccc2)n1	-3%	-6%	-17%	17%	2%	/	-12%	-1%	73%[activator]
O=C(CSc1cccc[n+]1[O-])Nc1ccc(Br)cc1Br	/	/	-16%	26%	/	/	/	-2%	6%
CN(C)CCCN1c2ccccc2Sc2ccc(C(F)(F)F)cc21	-8%	32µM*	-7%	-8%	8%	-8%[59 µM]	-19%	?	?
Cc1ccc(NC(=O)CCN2CCC(C)CC2)cc1	1%	?	-17%	-3%	38%	/	-2%	-4%	11%
N#CC1=C(N)n2c(s/c(=C\c3cccs3)c2=O)=C(C#N)C1c1cccs1 (configuration not stated)	-18%	-4%	45µM*	-7%	?	35µM*	5%	?	?
Cc1nonc1CN(C)C(=O)CC1C(=O)NCCN1Cc1ccccc1F (configuration not stated)	1%	-11%	-25%	44%[activator]	61%	-13%	-1%	-2%	12%
CCOC(=O)C1C(=O)NC(SCC(N)=O)=C(C#N)C1c1ccccc1OCC (configuration not stated)	2%	-28%	-5%	-5%	3%	20µM*	-9%	0%	8%
Cc1ccc(C)c(NC(=O)CSc2n[nH]c(-c3ccncc3)n2)c1	0%	-2%	-7%	6%	16%	-34%[59 µM]	-12%	-2%	5%
Cc1ccc(CN(CC(=O)N/N=C/c2ccccc2[N+](=O)[O-])S(=O)(=O)c2ccc(C)cc2)cc1	-9%	-12%	-17%	7%	10%	-33%[2.33 µM]	?	-14%	-1%
O=C(CSc1ccc2ccccc2c1)Nc1nc2ccccc2[nH]1	-6%	-25%	-4%	-4%	23%	-14%[59 µM]	-1%	-14%	-12%
Cc1ccc(/C([O-])=C(/C(=S)NCCN2CCOCC2)[n+]2ccccc2)cc1[N+](=O)[O-]	-8%	-36%	18%	0%	-22%	-33%[12.7 µM]	-14%	8%	14%
O=C(Cc1ccccc1)NCC(=O)OCC(=O)c1ccc(Cl)c([N+](=O)[O-])c1	4%	8%	1%	-3%	25%	0%[59 µM]	-14%	-11%	165%[activator]
COc1ccc(OC)c(S(=O)(=O)Nc2ccc3[nH]c(=O)[nH]c3c2)c1	-21%&-2%	6%&1%	-5%&-13%	5%	2%&0%	1%	3%&-2%	0%[60.1 µM]	-1%&41%
Cc1cccc(C)c1NC(=O)CNC(=O)C12CC3CC(CC(O)(C3)C1)C2	/	-8%	-1%	1%	/	?	/	-20%	3%
CN1/C(=C\C=C2\N=C(c3ccc(F)cc3)OC2=O)C(C)(C)c2ccccc21	-13%	50µM*	?	-3%	-27%	4.5µM*	-18%	-6%	-3%
Cc1ccc(C(=O)COC(=O)CNC(=O)Cc2ccccc2)cc1	-4%	-2%	-11%	-6%	28%	10%[12.7 µM]	?	0%	25%
O=C(CN1C(=O)CC(c2ccccc2)=Nc2ccccc21)Nc1ccc(Br)cc1	0%	17%	-16%	/	17%	16%[59 µM]	-3%	0%	13%
CCOC(=O)c1c(S(=O)(=O)N2CCCC(C(=O)N(C)Cc3ccccc3)C2)c(C)n(C)c1C (configuration not stated)	0%	-13%	-13%	/	-13%	0%[59 µM]	-6%	-7%[60.1 µM]	44%[activator]
Cc1cccc(S(=O)(=O)c2cn(Cc3ccccc3)c3cc(N4CCCCC4C)c(F)cc3c2=O)c1 (configuration not stated)	-8%	-1%	-5%	/	1%	2%[59 µM]	-5%	-18%	16%
O=C(c1ccc(OCC2CCCO2)cc1)N1CCN(c2ccccc2)CC1 (configuration not stated)	0%	-8%	-16%	19%	17%	7%[12.7 µM]	-24%	-8%	14%
O=C(CN1C(=O)NC2(CCCC2)C1=O)Nc1ccccc1	4%	2%	-18%	8%	3%	10%	-5%	-15%	80%[activator]
CCC1CCCCN1CCCNC(=O)CS(=O)Cc1nc(-c2ccc(OC)c(OC)c2)oc1C (configuration not stated)	2%	2%	0%	53%	0%	-14%	-11%	-16%	2%
CN(C)S(=O)(=O)c1cccc(NC(=O)COC(=O)c2c[nH]c(=O)[nH]c2=O)c1	-2%	-9%	-9%	-1%	-20%	?	-4%	-6%	29%
COc1ccc([C@@H]2CC(=O)c3c(O)cc(O[C@@H]4OC(CO[C@@H]5OC(C)[C@H](O)[C@H](O)C5O)[C@@H](O)[C@@H](O)C4O)cc3O2)cc1O (some centres not stated)	/	-5%	-12%	46%[activator]	/	-4%[59 µM]	/	2%	0%
Cc1c(N=C2SCC(=O)N2/N=C\c2ccc(Br)cc2)c(=O)n(-c2ccccc2)n1C	-7%	-30%	-11%	1%	1%	-9%[59 µM]	-11%	-3%	10%
O=C(O)CCCn1cc(NC(=O)c2c(F)cccc2F)cn1	-2%	-14%	-18%	4%	3%	-24%	-1%	-3%	108%[activator]
CC1(C)CC(=O)C(C=NC(CCC(N)=O)C(=O)O)=C(O)C1 (configuration not stated)	-4%	-6%	-7%	2%	-15%	21%[12.7 µM]	4%	1%	24%
CC(=O)Nc1ccc(C(=O)OCC(=O)Nc2ccccc2Sc2ccccc2)cc1	-10%	-4%	-19%	-6%	-2%	13%	-4%	-7%	14%
CCCCC(=O)Nc1cc(C)c2c(=O)oc3ccccc3c2n1	-4%	10%	-8%	1%	16%	/	-7%	-9%	14%
CCn1c2ccc(F)cc2c2nnc(SCCN3CCCCC3)nc21	-1%&36%	-1%&-3%	-23%&-1%	8%	-11%&-15%	-16%	-1%&-7%	2%	40%&42%
CCS(=O)(=O)Nc1cccc(-c2nc3cccnc3s2)c1	1%	3%	-15%	6%	18%	/	-15%	8%	28%
COc1cccc(C(=O)Nc2c3c(nn2-c2ccc(Cl)cc2)CS(=O)(=O)C3)c1OC	0%	-28%	-15%	30%	2%	14%	-12%	0%	27%

2 records drawn at random from the list so far, as already listed:
SMILES	BLM inh	BAZ2B block	Pol eta inh	APEX1 inh	POLB inh	G9a block	Anesthetic bind	POLK inh	Pol iota inh
CCCCC(=O)Nc1cc(C)c2c(=O)oc3ccccc3c2n1	-4%	10%	-8%	1%	16%	/	-7%	-9%	14%
CC(=O)Nc1ccc(C(=O)OCC(=O)Nc2ccccc2Sc2ccccc2)cc1	-10%	-4%	-19%	-6%	-2%	13%	-4%	-7%	14%

Next structures:
SMILES	BLM inh	BAZ2B block	Pol eta inh	APEX1 inh	POLB inh	G9a block	Anesthetic bind	POLK inh	Pol iota inh
C/C(=N/Nc1nc(-c2ccccc2)cc(-c2ccccc2)n1)c1ccc(N)cc1	-14%	?	/	5%	?	11µM*	-21%	/	/
Cc1cc(C)nc(SCC(=O)N/N=C/c2cccnc2)n1	1%	0%	-12%	1%	26%	/	-2%	7%	-7%
CN(Cc1c(C(=O)N/N=C/c2cccc(Cl)c2)nnn1-c1nonc1N)c1ccccc1	-13%	-21%	-13%	-10%	0%	27%	-19%	-6%	14%
O=[N+]([O-])c1ccc(COc2ccc(-c3[nH]ncc3-c3ccccc3)c(O)c2)cc1	-9%	-17%	-17%	-7%	2%	24%	?	-12%	2%
Cc1ccc(NC(=O)c2cccs2)cc1S(=O)(=O)N(C)C	-1%	10%	-14%	2%	-2%	3%[59 µM]	-10%	-2%	8%
C=CCN(CC=C)C(=S)NC(=O)/C=C/c1ccc(OC)cc1	-1%	10%	-21%	-7%	10%	7%[59 µM]	9%	-11%	5%
CN(C)S(=O)(=O)N1CCC(Oc2cccc(C(=O)NC3CCOC3)c2)CC1 (configuration not stated)	-2%	-1%	-13%	21%	?	34%	-11%	-12%	-13%
CCOC(=O)C1CCN(C(=O)COC(=O)c2ccccc2C(=O)c2ccc(Cl)cc2)CC1	/	9%	-23%	3%	/	17%[0.501 µM]	/	-8%	23%
CC12CNCC(C)(CN(C(c3ccccc3)c3ccccc3)C1)C2	0%	-2%	-10%	5%	-1%	6%[59 µM]	-11%	-16%	2%
COc1ccc(N2CCN(S(=O)(=O)c3c(C)nc4scc(C)n4c3=O)CC2)cc1	-2%&-7%	16%&-37%	11%&-3%	-18%	-6%&20%	?	-11%&-7%	-26%&-26%	-17%&56%
CCOc1ccc(N2C(=O)CC(Sc3nccc(C)n3)C2=O)cc1 (configuration not stated)	2%	-2%	-16%	2%	6%	-6%[59 µM]	6%	-1%	?
